Nrf2 inh: Nrf2 qHTS screen for inhibitors. A549 ARE-Fluc reporter, luciferase luminescence, 18-24 h. Potency, µM (highest dose often 46 µM), for the others: top-dose activity change, negative = inhibition, most hits filed as inhibitors. 360,000 compounds, 2.1% hits; further: on the % scale 0 is the no-effect control and ±100 the full control effect; nearly all actives have a fitted effect of over 60% in size
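Two sequential reads on A549 ARE_Fluc cells exposed to compound for 18-24 h: a CellTiter-Fluor fluorescence read for viability, then a luciferase luminescence read for Nrf2/ARE activity.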
MCF10A rereplic: A quantitative high throughput screen for small molecules that induce DNA re-replication in MCF 10a normal breast cells; Potency, µM (doses to about 46.1 µM), for inactives: at the highest dose activity, positive = re-replication, hits mostly activators; 350,000 compounds, 2.9% hits; MCF 10A DNA re-replication, Hoechst nuclear intensity, 48 h; further: % of control where 0% means no effect; nearly all actives have a fitted effect of over 50% in size
ATXN viability: Viability Counterscreen for Primary qHTS for Inhibitors of ATXN expression; S2 cells (HEK-293 line with an ATXN2-luciferase reporter) viability, CellTiter-Fluor protease fluorescence, 24 h; Potency, µM (doses to about 56.7 µM), usual class: cytotoxic; 400,000 compounds, 0.49% hits; further: nearly all actives have a fitted effect of over 40% in size
A549 tox: Nrf2 qHTS screen for inhibitors: counterscreen for cytotoxicity; A549 ARE-Fluc cells, CellTiter-Fluor viability, 18-24 h; Potency, µM (series often up to 46 µM), for the others: at the top dose activity change, negative = cytotoxicity, actives largely listed as inhibitors; 390,000 compounds, 0.16% hits; further: on the % scale 0 is the no-effect control and ±100 the full control effect
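A549 ARE-Fluc cells in 5% FBS OPTI-MEM, 5000 cells/well, rested 2 h then exposed to compounds in concentration-response for 18-24 h at 37 °C. Viability by CellTiter-Fluor fluorescence (Ex 405/Em 525) after 30 min; luciferase luminescence (BugLite, 15 min, RT) read afterwards.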
Nrf2 activator: qHTS of Nrf2 Activators. 410,000 compounds, 0.31% hits. Potency, µM (series often up to 46.1 µM), for the others: top-dose activation, actives largely listed as activators. AID 624171, 2012. AREc32 ARE-luciferase reporter (MCF7-derived line), luminescence, 24 h; further: % of control where 0% means no effect; nearly all actives have a fitted effect of over 65% in size
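Cells of the AREc32 ARE-luciferase line are plated in OPTI-MEM containing 5% FBS and left overnight at 37 deg C. Compounds are pinned in, incubation continues 24 hr, and firefly luciferase signal is then measured.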
HepG2 viability: qHTS for Inhibitors of TGF-b: Cytotox Counterscreen | HepG2 CAGA-GFP viability, ATP luminescence, 18 h | Potency, µM (highest dose often 46.1 µM), inactives show at the top dose activity change, negative = cytotoxicity, actives largely listed as cytotoxic | 410,000 compounds, 0.76% hits; further: some results filed as inactive show a strong effect at the top dose
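CellTiter-Glo luminescence gave cytotoxicity after 18 hours at 37 degrees C. The cells were HepG2 CAGA-GFP in 1% FBS DMEM, stimulated with 500 pg/mL TGF-beta after compound addition. %Activity was normalised to no-cell wells (complete cell-killing) and DMSO (no toxicity), and curves were fitted and classified.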
ATXN2 expr inh: Primary qHTS for Inhibitors of ATXN expression | HEK-293 ATXN2-luciferase reporter, luminescence, 24 h | AID 1745845, 2022 | Potency, µM (titrated, usually from 57 µM), for the others: at the top dose activity change, negative = inhibition, hits mostly inhibitors | 360,000 compounds, 0.72% hits; further: on the % scale 0 is the no-effect control and ±100 the full control effect; nearly all actives have a fitted effect of over 55% in size
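qHTS (up to 57 uM final) was run with 24 h compound exposure of reporter cells at 37 °C. Each well was multiplexed: SteadyGlo luminescence measured ATXN2-luciferase expression after a fluorogenic Gly-Phe-AFC viability readout (25 uM final).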
EPAC2 antag: qHTS for Antagonist of cAMP-regulated guanine nucleotide exchange factor 2 (EPAC2): primary screen; Rap guanine nucleotide exchange factor 4 (Homo sapiens), Q8WZA2; Potency, µM (series often up to 114 µM), inactives show at the highest dose activity, negative = inhibition, hits mostly inhibitors; 360,000 compounds, 0.18% hits; EPAC2 GEF exchange of Rap1B-BODIPY-GDP, fluorescence; further: on the % scale 0 is the no-effect control and ±100 the full control effect; nearly all actives have a fitted effect of over 45% in size; many of its hits are not listed in these tables
Target sequence (Q8WZA2 whole entry, looked up): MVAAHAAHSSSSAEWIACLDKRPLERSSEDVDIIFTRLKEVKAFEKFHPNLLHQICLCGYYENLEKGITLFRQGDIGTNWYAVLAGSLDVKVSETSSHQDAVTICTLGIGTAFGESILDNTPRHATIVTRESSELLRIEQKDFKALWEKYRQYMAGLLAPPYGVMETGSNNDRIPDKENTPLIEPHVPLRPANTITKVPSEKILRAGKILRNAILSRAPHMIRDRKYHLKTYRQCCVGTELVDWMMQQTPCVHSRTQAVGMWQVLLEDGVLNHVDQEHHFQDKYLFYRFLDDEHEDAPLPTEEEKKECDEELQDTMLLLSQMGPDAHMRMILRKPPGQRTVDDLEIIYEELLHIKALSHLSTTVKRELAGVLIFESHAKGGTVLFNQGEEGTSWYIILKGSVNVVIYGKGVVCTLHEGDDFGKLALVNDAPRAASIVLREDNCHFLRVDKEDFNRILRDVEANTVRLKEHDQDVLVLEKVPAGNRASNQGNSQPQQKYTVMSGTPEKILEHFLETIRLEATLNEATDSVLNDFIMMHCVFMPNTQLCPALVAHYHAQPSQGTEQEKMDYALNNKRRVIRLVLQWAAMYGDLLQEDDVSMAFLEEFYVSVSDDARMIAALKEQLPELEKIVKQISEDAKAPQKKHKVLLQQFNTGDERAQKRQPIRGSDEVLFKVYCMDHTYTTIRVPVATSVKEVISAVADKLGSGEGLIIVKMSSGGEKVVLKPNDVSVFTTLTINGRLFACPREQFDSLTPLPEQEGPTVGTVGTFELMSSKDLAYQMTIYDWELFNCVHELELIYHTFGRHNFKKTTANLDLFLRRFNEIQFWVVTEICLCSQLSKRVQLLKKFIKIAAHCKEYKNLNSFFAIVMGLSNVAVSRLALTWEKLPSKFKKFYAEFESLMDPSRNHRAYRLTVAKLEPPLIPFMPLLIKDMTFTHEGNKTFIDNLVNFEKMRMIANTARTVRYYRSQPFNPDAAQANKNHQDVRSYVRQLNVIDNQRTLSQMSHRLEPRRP
TGFb inhibitor: qHTS for Inhibitors of TGF-b; HepG2 CAGA-GFP TGF-b/SMAD3 reporter, GFP fluorescence, 18 h; TGF-beta stimulated, 500 pg/mL final; Potency, µM (highest dose often 46.1 µM), without a hit: at the highest dose activity, negative = inhibition, actives largely listed as inhibitors; 410,000 compounds, 1.2% hits; AID 588855, 2011; further: on the % scale 0 is the no-effect control and ±100 the full control effect; nearly all actives have a fitted effect of over 65% in size
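Read-out: total well GFP (ex488/em500-530) summed from mean per-cell fluorescence. Cells: HEPG2 CAGA-GFP, 1% FBS DMEM, 18 h at 37 degrees C with 500 pg/mL final TGF-beta. Unstimulated wells served as the full-inhibition control; stimulated DMSO wells = 0%.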
* hit, by the source's call; i = inactive; ? = inconclusive; / = no result given; [ ] = dose if it differs, or a comment. The call rests on the fitted dose curve; in most records, active means well fitted curve in the direction sought with a large enough effect; inconclusive means small, poorly fitted or top-dose-only effect, or another doubt; inactive means no such curve, though single readings can be large; an effect the other way counts as inactive or inconclusive. Potency means the concentration at half of the fitted maximal effect. An excerpt; the hit share may differ from the screen's.

Each structure is followed by: Nrf2 inh | MCF10A rereplic | ATXN viability | A549 tox | Nrf2 activator | HepG2 viability | ATXN2 expr inh | EPAC2 antag | TGFb inhibitor
[1] CC(NC(=O)c1cccc(S(=O)(=O)N(C)c2ccccc2)c1)c1cccnc1 (configuration not stated)
 : ? | 7.2% | i | -9.2% | 1.6% | -1.5% | -16.2% | 0.9% | 0.4%
[2] CCOC(=O)c1ccc(NC(=O)CCc2nc(-c3ccc(C)cc3)no2)cc1
 : 14.6µM* | 14.6µM* | i | -19.3% | 3.9% | -70.6% | 0.5% | -8.3% | 4.8%
[3] Cc1sc(NC(=O)/C=C/c2ccc3c(c2)OCO3)nc1-c1ccccc1
 : ? | ? | ? | -13.5% | 2.5% | -1.4% | ? | 12.8% | ?
[4] CCOC(=O)c1ccc(NC(=O)c2c(NCc3ccccc3)[nH]c(=O)[nH]c2=O)cc1
 : -4.8% | 12.0% | i | 2.1% | 1.1% | -24.3% | 16.1% | 13.2% | -6.3%
[5] C[C@@H](NC(=O)c1ncn2c1c(=O)[nH]c1ccc(Br)cc12)c1ccccc1
 : / | / | i | / | 0.2% | 1.3% | 11.0% | 17.7% | 12.1%
[6] COc1ccc([C@H]2CC(=O)C=C(c3cccc(OC)c3OC)C2)cc1OC
 : ? | -8.7% | i | -4.5% | 5.2% | -6.8% | -2.6% | -14.4% | ?
[7] O=C(Cn1nc(C(=O)O)c2ccccc2c1=O)Nc1cccc(S(=O)(=O)N2CCCCCC2)c1
 : -22.8% | 8.4% | i | -14.1% | 0.3% | 1.1% | -11.3% | -7.0% | -16.4%
[8] O=C(CNC(=O)c1ccncc1)N/N=C/c1ccc(Br)cc1
 : -12.5% | 0.4% | i | 1.7% | 0.4% | -52.7% | / | 17.6% | -3.1%
[9] O=C(c1ccncc1)N1CCN(S(=O)(=O)c2ccc(F)cc2)CC1
 : 2.0% | 0.2% | i | 2.0% | 1.4% | 1.2% | 3.3% | 1.9% | -12.3%
[10] O=C(c1ccc2c(c1)OCO2)N1CCN(c2ccccc2F)CC1
 : 13.1% | 1.1% | i | -2.5% | 1.2% | -3.2% | 33.8%[activator] | 18.7% | 7.9%
[11] COC(=O)c1cccc(NC(=O)Cn2cnc3ccccc3c2=O)c1
 : 5.9% | -1.5% | i | -6.7% | 0.3% | 2.6% | -3.0% | 4.5% | 20.3%
[12] CC(C)[C@H](NC(=O)N1CCn2c1nc1ccccc12)C(=O)N[C@H](Cc1ccccc1)C(=O)O
 : 2.8% | -2.9% | i | 9.6% | 0.4% | -14.8% | -6.3% | 1.4% | 15.4%
[13] CC(C)c1ccc(N(C(=O)C(F)(F)F)C(C(=O)NC2CCCCC2)c2ccncc2)cc1 (configuration not stated)
 : -8.0% | ? | i | -0.1% | -0.6% | 1.6% | -1.5% | 6.3% | -3.0%
[14] COc1cccc(/C=C/C(=O)c2ccc(NS(=O)(=O)c3ccc(C)cc3)cc2)c1
 : ? | 5.8µM* | i | -4.4% | 0.4% | -80.0% | ? | -9.2% | ?
[15] COc1ccc(/C=N/NC(=O)c2nnn(-c3nonc3N)c2CN(C)c2ccccc2)cc1
 : -6.9% | 4.8% | i | 0.7% | 0.2% | -13.8% | -10.7% | -12.9% | 12.0%
[16] CC(=O)NC(=S)Nc1cc(C(F)(F)F)ccc1N1CCOCC1
 : 25.9µM* | 3.0% | i | 2.6% | 4.3% | -15.3% | -2.7% | -14.0% | ?
[17] CC1=C(C(=O)N(C)C)CC(CC(=O)NC2CCCCC2)C(=O)N1CCCN1CCCC1=O (configuration not stated)
 : / | / | i | / | -1.2% | -4.0% | 6.6% | -2.5% | 10.3%
[18] Cc1ccc(OCCn2ccnc2)c(C)c1
 : -1.5% | ? | i | -3.8% | 0.2% | -9.3% | -11.6% | -4.1% | -22.9%
[19] COc1ccc(N(C(=O)c2ccc(OC)c(OC)c2)S(=O)(=O)c2ccc(Cl)cc2)cc1
 : ? | / | i | -6.5% | 0.6% | -26.5% | -10.0% | / | -16.7%
[20] CCCc1nc2oc3c(OC)ncnc3c2c2c1COC(C)(C)C2
 : 6.2% | -6.5% | i | 4.8%[1.84 µM] | 0.0% | -12.1% | -1.4% | 4.9% | 7.7%

Next part (4 carried over from the part before).
Each structure is followed by: Nrf2 inh | MCF10A rereplic | ATXN viability | A549 tox | Nrf2 activator | HepG2 viability | ATXN2 expr inh | EPAC2 antag | TGFb inhibitor
[17] CC1=C(C(=O)N(C)C)CC(CC(=O)NC2CCCCC2)C(=O)N1CCCN1CCCC1=O (configuration not stated)
 : / | / | i | / | -1.2% | -4.0% | 6.6% | -2.5% | 10.3%
[18] Cc1ccc(OCCn2ccnc2)c(C)c1
 : -1.5% | ? | i | -3.8% | 0.2% | -9.3% | -11.6% | -4.1% | -22.9%
[19] COc1ccc(N(C(=O)c2ccc(OC)c(OC)c2)S(=O)(=O)c2ccc(Cl)cc2)cc1
 : ? | / | i | -6.5% | 0.6% | -26.5% | -10.0% | / | -16.7%
[20] CCCc1nc2oc3c(OC)ncnc3c2c2c1COC(C)(C)C2
 : 6.2% | -6.5% | i | 4.8%[1.84 µM] | 0.0% | -12.1% | -1.4% | 4.9% | 7.7%
[21] COc1cc2ccccc2cc1C(=O)Nc1cccc(-c2nc3ccccc3o2)c1
 : -7.3% | / | i | 11.4% | -0.2% | -24.3% | -11.4% | / | -13.8%
[22] CCCCOc1ccc(C(=O)NCc2ccncc2)cc1
 : ? | 4.2% | i | -17.0% | 0.3% | 1.8% | 2.8% | 7.1% | -15.4%
[23] Cc1ccn2cc(CCNC(=O)CC(C)(C)C)nc2c1
 : 0.6% | 5.6% | i | 6.4% | -0.5% | 4.5% | 2.8% | 3.9% | 13.0%
[24] CC(C)(C)NC(=O)C(c1ccncc1)N(CC1CCCO1)C(=O)Cn1nnc(-c2ccc(F)cc2)n1 (configuration not stated)
 : -0.6% | 9.7% | i | 1.3% | -0.6% | -8.0% | 21.0% | -1.2% | -10.5%
[25] CCOc1ccc(C(=O)NCC(=O)OCC(=O)N(C)CC(=O)Nc2ccccc2CC)cc1OCC
 : 3.1% | -4.1% | i | 8.2% | 0.2% | -1.7% | -8.2% | -9.4% | -9.6%
[26] COc1ccc(N2CC(C(=O)N[C@@H](CC(C)C)C(=O)NC3CCCC3)CC2=O)cc1 (some centres not stated)
 : 0.8% | -2.7% | i | -5.0% | 0.4% | 3.6% | 9.5% | 1.9% | -15.4%
[27] CC(=O)Nc1ccc(S(=O)(=O)NCCC(=O)NC2CCCCCC2)cc1
 : -11.1% | 1.6% | i | 0.5% | -0.4% | 1.0% | -2.7% | -2.9% | -21.3%
[28] Cc1cccc(C2=NN(c3ccccc3)[C@H](CO)[C@H]2c2ccc(Cl)cc2)c1
 : -19.0% | 2.31µM* | / | 0.4% | -1.1% | -109.5% | ? | -7.9% | ?
[29] CCN(Cc1ccccc1OC)CC1CCCN(CCc2cccc(OC)c2)C1 (configuration not stated)
 : 0.3% | ? | i | -23.2% | -0.7% | -56.6% | -22.8% | 10.1% | -14.0%
[30] O=c1c2sccc2n(Cc2cc(=O)n3cc(Cl)ccc3n2)c(=O)n1-c1ccccc1
 : 7.7% | / | / | -9.5% | 2.7% | 0.4% | / | / | 4.1%
[31] CC(=O)OC(C(=O)NCS(=O)(=O)c1ccc(C)cc1)c1cccnc1 (configuration not stated)
 : 7.7% | -3.4% | i | 4.4% | -0.2% | -5.4% | 1.9% | 14.9% | -1.7%
[32] CC12CCC3(CC1CCC1OC12)OCCO3 (configuration not stated)
 : -4.8% | 1.8% | i | -0.3% | -0.9% | -23.1% | -5.5% | 0.2% | 0.1%
[33] COc1ccc(F)cc1S(=O)(=O)NCCc1csc(-c2ccc(Cl)cc2)n1
 : / | / | ? | 7.6% | 9.9% | -24.1% | ? | / | 12.6µM*
[34] COCCCn1c(SCc2nnc(-c3ccccc3)o2)nc2sc3c(c2c1=O)CCC3
 : 12.3% | 4.3% | i | 14.1% | 0.3% | -0.9% | -1.1% | -1.8% | -19.4%
[35] O=C(O)C1CC(=O)N(c2ccc(Br)cc2)C1 (configuration not stated)
 : ? | 0.9% | i | -3.1% | -0.5% | -19.4% | -3.5% | -0.8% | -6.8%
[36] Cc1cc(Nc2ccccc2F)n2nc(Cc3ccc(Cl)cc3)nc2n1
 : -23.8% | / | i | ? | 0.3% | -3.3% | -19.2% | / | -15.9%
[37] Cc1c(-c2nsc(NC(=O)c3cccs3)n2)nnn1-c1ccc(F)cc1
 : ? | / | / | -1.1% | 3.6% | 0.3% | / | / | -12.2%
[38] CCN(CC)c1ccc(N2C(=O)/C(=C\c3cccnc3)SC2=S)cc1
 : 10.5% | 0.3% | i | -1.0% | -0.8% | -5.1% | -13.1% | 10.3% | 3.5%
[39] CC[C@@H](C(=O)n1nc(C)cc1C)[C@H](NS(=O)(=O)c1ccc(C)cc1)c1ccccc1
 : -1.4% | 0.1% | i | -8.9% | 0.5% | 4.4% | -6.3% | -12.5% | ?
[40] Cc1ccccc1C(=O)c1c[nH]c(C(=O)NCCCn2ccnc2)c1
 : -3.2% | 18.7% | i | -1.2% | 0.1% | -8.1% | 2.3% | -2.5% | -28.6%
[41] CCCCNC(=O)NNC(=O)COc1cccc(C)c1C
 : 2.2% | 1.2% | i | -2.9% | -0.9% | 2.7% | 1.7% | 2.1% | 4.2%
[42] COC(=O)c1c(NC(=O)COC(=O)CNC(=O)c2cccc(OC(F)F)c2)sc(C)c1C
 : / | / | i | / | -0.2% | 9.3% | / | 0.7% | 0.0%

TGFb inhibitor: entries above that show a hit.
cpd	Structure	Nrf2 activator	EPAC2 antag	TGFb inhibitor
33	COc1ccc(F)cc1S(=O)(=O)NCCc1csc(-c2ccc(Cl)cc2)n1	9.9%	/	12.6µM*

From PubChem BioAssay
